# Source: PubChem (several laboratories)
# GPR7 antag: antagonists of human GPR7 (neuropeptides B/W receptor 1) | inhibition, % at 4.4 µM | P48145 | GPR7-expressing cells, fluorescence antagonist assay | 1.1% of 290,000 active; in the data active = inhibition above about 16%, passing the limit was not always enough;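 also: cells stimulated with the agonist NPW; 0% = agonist with vehicle and 100% = vehicle without agonist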
# Target sequence (P48145 whole entry, looked up): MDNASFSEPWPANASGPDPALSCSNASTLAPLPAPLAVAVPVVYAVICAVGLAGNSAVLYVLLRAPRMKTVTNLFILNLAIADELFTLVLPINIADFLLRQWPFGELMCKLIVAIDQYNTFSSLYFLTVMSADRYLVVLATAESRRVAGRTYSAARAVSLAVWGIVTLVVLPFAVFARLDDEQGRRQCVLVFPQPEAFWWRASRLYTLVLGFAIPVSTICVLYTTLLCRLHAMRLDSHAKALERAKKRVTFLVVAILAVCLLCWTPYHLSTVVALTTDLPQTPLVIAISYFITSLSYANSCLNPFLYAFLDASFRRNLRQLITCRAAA
# OXTR agonist: agonists of human oxytocin receptor. CHO-OTR cells, Fluo-8 calcium fluorescence; normalized: DMSO 0%, oxytocin 100%. 0.32% of 320,000 active. AID 2435. P30559. activation, % at 3 µM;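 active = activation above the mean of all tested compounds plus 3 SD, cutoff set per screening run, cut at about 20% in these data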;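 also: peak over basal fluorescence ratio from a 100 s FLIPR kinetic read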
# NALP1 yeast inh: blocks the NALP1 inflammasome reconstituted in yeast; S. cerevisiae NALP1/ASC/caspase-1 growth, X-gal OD620, 72 h; inhibition, % at 10 µM; 0.61% of 280,000 active; AID 2071; in the data active = inhibition mostly above about 24%, no sharp cut-off; inactive = mostly below about 32%; also: some compounds called inactive have numbers as strong as hits
# PfM18AAP inh: blocks P. falciparum M18 aspartyl aminopeptidase. recombinant PfM18AAP, H-Glu-NHMec fluorogenic cleavage. inhibition, % at 7.35 µM. 1.2% of 290,000 active. AID 1822;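 active = inhibition above the campaign mean inhibition over all tested compounds plus 3 SD, cut at about 28% in these data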;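 also: 0% = plate median of test compound wells and 100% = 2 mM ZnCl2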
# MEKK2wt PB1 HTS: raises or lowers MEK5 binding to wildtype human MEKK2 PB1 domain. bead flow cytometry, Alexa488-MEK5 binding to MEKK2 WT; actives lie on both sides. binding response (% of control), % at 10 µM. 1.1% of 290,000 active. AID 1531; in the data active = binding response below about 67% or above about 130%
# V1R ag counter: activates human V1a receptor in oxytocin agonist counter-screen; P37288; activation, % at 3 µM; 0.25% of 320,000 active; CHO-V1R cells, Fluo-8 calcium fluorescence, agonist mode; 0% DMSO, 100% 3 nM vasopressin;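 active = activation above the mean activation of all tested compounds plus 3 SD, per screening run, cut at about 20% in these data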;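 also: signal is peak over basal fluorescence ratio across a 100 second FLIPR read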
# Target sequence (P37288 whole entry, looked up): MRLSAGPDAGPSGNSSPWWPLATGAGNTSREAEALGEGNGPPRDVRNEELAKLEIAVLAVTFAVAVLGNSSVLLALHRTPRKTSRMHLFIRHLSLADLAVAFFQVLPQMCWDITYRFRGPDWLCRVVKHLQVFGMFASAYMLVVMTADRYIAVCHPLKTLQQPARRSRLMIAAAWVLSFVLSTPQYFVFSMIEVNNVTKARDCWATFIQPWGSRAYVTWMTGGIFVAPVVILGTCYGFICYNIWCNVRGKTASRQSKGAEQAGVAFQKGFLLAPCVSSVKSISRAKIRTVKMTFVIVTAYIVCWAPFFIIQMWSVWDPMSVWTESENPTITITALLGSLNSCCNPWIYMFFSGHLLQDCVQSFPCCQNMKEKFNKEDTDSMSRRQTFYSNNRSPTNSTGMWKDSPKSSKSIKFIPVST
# GalR3 antagonist: blocks the human galanin receptor 3; HEK293 GalR3-CNG cAMP membrane potential fluorescence; galR3 body fused to GalR1 C-terminus; inhibition, % at 3 µM; 0.44% of 360,000 active; AID 651719; O60755;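 active = inhibition above the screen-wide average plus 3 SD, cut at about 13% in these data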;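 also: forskolin and galanin both at EC90 stimulate the cells; cAMP rise reported by CNG channel membrane potential dye signal; 0% = forskolin plus galanin with DMSO and 100% = forskolin alone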
# Target sequence (O60755 1-299 limits assumed): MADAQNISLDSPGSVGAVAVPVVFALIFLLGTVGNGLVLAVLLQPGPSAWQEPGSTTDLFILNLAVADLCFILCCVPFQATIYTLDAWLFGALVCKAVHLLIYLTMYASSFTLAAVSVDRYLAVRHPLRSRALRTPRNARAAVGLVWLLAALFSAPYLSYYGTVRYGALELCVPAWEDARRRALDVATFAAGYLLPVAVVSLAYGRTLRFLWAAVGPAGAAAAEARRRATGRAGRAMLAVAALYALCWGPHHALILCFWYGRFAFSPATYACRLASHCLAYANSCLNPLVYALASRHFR
# OXTR potentiate: human OXTR potentiation. P30559. CHO-OTR cells, Fluo-8 calcium fluorescence, potentiator mode; 0% = oxytocin EC15, 100% = EC100. activation, % at 3 µM. 0.061% of 320,000 active. AID 2445;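 active = activation above that plate's cutoff, the mean activation of tested compounds plus 3 SD, cut at about 6.6% in these data, passing the limit was not always enough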;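 also: 100% uses oxytocin at 75 nM as the full agonist control; some results filed as inactive read as strong as hits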
#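 Material: human OTR in CHO cells. Compound: 3.0 µM, one dose. Timing: compound 6 min at room temperature before oxytocin, 100 s read. Evaluation: % activation of max/min ratio relative to oxytocin controls. Replication: single well per compound, singlicate. Signal: Fluo-8 calcium dye fluorescence.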
# MEKK2 mut-MEK5: signal of MEK5 binding to mutant human MEKK2 PB1 domain; bead flow cytometry, Alexa488-MEK5 binding to MEKK2 mutant; 0.35% of 290,000 active; AID 1530; percent response, % at 10 µM; in the data active = percent response above about 24%, passing the limit was not always enough; also: inactives centre near 1; some results filed as inactive read as strong as hits
# * hit, by the source's call; / = not tested or not shown; & = joins results of further samples.
SMILES,GPR7 antag,OXTR agonist,NALP1 yeast inh,PfM18AAP inh,MEKK2wt PB1 HTS,V1R ag counter,GalR3 antagonist,OXTR potentiate,MEKK2 mut-MEK5
Oc1ccc(-c2nc3ccc4ccccc4c3c3c2CCC3)cc1O,-9,-0.9,17,47*,113,0.0,-1,-8,-4
CCOc1cc(C2C3=C(CC(C)(C)CC3=O)N(CCCOC)C3=C2C(=O)CC(C)(C)C3)ccc1OC,-4,-0.8,13,10,102,-0.5,-5,-5,1
CC(=O)c1ccc(NC(=O)c2ccc3snnc3c2)cc1,-8,1.1,10,-2,99,3.5,-5,-4,-1
CN1CCN(S(=O)(=O)c2cccc(C(=O)Nc3sc4c(c3-c3nc5ccccc5[nH]3)CCCC4)c2)CC1,-7,-0.5,16,-5,100,3.1,2,-9,1
CCCCNC(=O)NCc1cnn(C)c1C,2,1.1,36,-11,99,0.9,3,-5,-2
COc1ccc(-c2nc(N)n(C(=O)c3cccs3)n2)cc1,-10,13,13,1,83,0.7,-3,-4,-11
NC(=O)C1CCN(c2ccc([N+](=O)[O-])cc2Cl)CC1,2,0.1,-3,-9,94,-0.5,-5,-12,-7
COc1ccc(/C=N/NC(=O)c2ccccc2OC)cc1COc1ccc(C)cc1,-25,-1.4,29,2,100,-0.8,4,-7,3
CC(C)CN=CC1=C(O)c2ccccc2C1=O,-9,0.7,/,-13,94,-0.4,-2,1,-20
C#CCOCCOCCOCCNc1nc(N2CCN(C(=O)[C@H](CCCCN)n3cc([C@@H](N)C(C)CC)nn3)CC2)nc(N2CCN(C(=O)[C@H](CCCCN)n3cc([C@@H](N)CC(C)C)nn3)CC2)n1 (some centres not stated),-10,-0.9,11,1,180*,1.9,-5,-8,60*
CCOc1ccc(-n2ccnc2SCC(=O)NCc2ccc3c(c2)OCO3)cc1,-8,-1.6,15,-2,92,0.1,/,-1,-8
CCc1nc(CN2CCCC(C(=O)c3ccc4c5c(cccc35)CC4)C2)c(C)[nH]1 (configuration not stated),4,-0.2,9,-3,132,-0.1,-7,-9,15
CCOc1cccc2cc(C(=O)Nc3ccccc3-c3ccccc3)c(=O)oc12,14,1.2,12,-7,100,0.4,-9,-5,-2
Cc1c(NC(=O)CN2C(=O)NC(C)(c3ccc(Cl)cc3)C2=O)c(=O)n(-c2ccccc2)n1C (configuration not stated),/,0.4,/,/,/,0.3,-6,1,/
O=C(CCCSc1ccccc1)Nc1nc(-c2ccco2)c(-c2ccco2)s1,0,-1.1,27,9,105,-0.8,2,-3,0
Cc1ccc(C(=O)NCCN2CCOCC2)cc1Cl,-12,-0.9,23,-22,91,0.1,-7,-8,-3
Cc1cccc(N2CCN(C(=O)CC(NC(=O)c3ccccc3)c3ccccc3)CC2C)c1 (configuration not stated),-13,-2.2,23,4,108,-1.0,-3,-2,5
CCCCn1nnnc1SCC(=O)Nc1ccc(N(C)C)cc1,-4,0.1,9,5,100,0.1,-1,-12,-1
CC1(C(=O)O)CCC(C(=O)Nc2ccc(S(N)(=O)=O)cc2)C1(C)C (configuration not stated),-2,0.7,2,-8,96,1.8,0,-8,-11
CCCCNC(=S)NC(C)(C)CO,-5,0.3,14,-1,107,-0.4,1,-5,1
O=C(COc1ccccc1Cl)NCCc1ccc2c(c1)OCCO2,-2,-0.6,32,6,102,0.5,-4,-1,-5
O=C(NCCc1ccccc1)c1ccccc1Cl,-2,-0.5,11,-2,96,0.2,-2,-10,0
Cc1ccc(C)c(Nc2nc3ccccc3n3cnnc23)c1,-2,-1.0,0,9,98,0.8,-10,-9,1
O=C(OCC#CCSc1nnc(-c2cccc3ccccc23)o1)c1cccs1,-18,5.6,-7,8,104,5.3,-1,-13,1
CC(=O)C1=C(O)C(=O)OC1c1ccc(Cl)cc1 (configuration not stated),-10,0.0,/,6,99,0.5,1,2,-22
N#Cc1ccccc1Sc1ccccc1C(=O)OCC(=O)NC1CCCCC1,0,-1.3,19,4,94,2.5,-1,-2,-3
COc1ccc(C(=S)N2CCOCC2)cc1OS(=O)(=O)c1ccc(Br)cc1,5,4.1,10,2,108,6.4,0,-12,7
COc1ccc2cc(C#N)c(SCC(=O)Nc3nonc3C)nc2c1,15,2.7,9,9,96,2.0,-5,-12,-2
Cc1cc(NS(=O)(=O)c2ccc(NC(=O)C(C)Oc3ccc(C(C)C)cc3)cc2)no1 (configuration not stated),-8,7.0,21,2,94,6.2,-3,-8,-9
COc1ccc(C(=O)Nc2ccccc2C(=O)Nc2ccc(C(=O)O)cc2)cc1,-3,0.1,10,-8,105,0.3,-4,-12,3
COc1ccc(-c2cn3cc(C)ccc3n2)cc1Br,7,-2.3,18,3,89,-0.3,1,4,-2
Cc1ccccc1NC(=O)c1ccc(F)c(S(=O)(=O)N2CCN(c3ccccn3)CC2)c1,-14,7.3,5,1,96,7.6,/,-12,-3
COc1cccc(NC(=O)CCN2C(=O)c3ccccc3S2(=O)=O)c1,-10,1.6,3,2,102,1.0,-6,-5,6
CCOc1ccc(OCCOCCOc2ccccc2Cl)cc1,-6,-3.2,28,5,106,-0.1,0,-3,-1
CCN(CC)S(=O)(=O)c1ccc(-c2nnc(SCC(=O)N3CCOCC3)o2)cc1,4,1.7,1,-13,93,0.4,7,-3,-4
CC(C)(C)OC(=O)N1CSC[C@H]1C(=O)NC[C@H](CC(=O)O)c1ccc(Cl)cc1,-4,-0.8,2,6,101,1.1,-7,-11,-4
COc1ccc2c(c1)c(CCN1C(=O)c3ccccc3C1=O)cn2C(=O)c1ccco1,-17,-0.7,16,3,96,0.5,-3,-6,-3
COc1ccc(OC(C)C(=O)Nc2cccc([N+](=O)[O-])c2)cc1 (configuration not stated),1,1.1,33,-4,109,3.4,-11,-11,-2
COc1cc(NC(=O)CSc2cc(C)c3cc(C)cc(C)c3n2)c(C(=O)O)cc1OC,-15,0.6,/,0,93,0.6,-3,-2,-4
CCn1c(C)nc2cc(-c3nc4n(n3)Cc3ccccc3-4)ccc21,3,-0.1,-9,-4,102,1.4,/,-25,2
O=c1[nH]ncc(N/N=C\c2cccnc2)c1Cl,-7,0.9,-22,-8,100,1.6,-6,7,4
CC(=O)c1ccc(N=C2SCCCN2C(=O)C2CCCC2)cc1,-5,-0.7,5,6,103,-1.3,-6,-1,-1
Cc1cccn2c(=O)nc(SCC(=O)NCc3ccccc3Cl)nc12,/,0.8,/,/,/,0.4,-1,-9,/
Cc1cc(C(=O)NCc2cc(F)cc3c2OCOC3)nn1C,-5,-1.3,1,-5,101,0.8,0,-12,9
Fc1ccc2[nH]c3c(NCc4ccccc4)ncnc3c2c1,28,24*,3,6,104,7.1,-11,-21,4
CC(C)Nc1nnc(SCC(=O)NCc2ccc3c(c2)OCO3)s1,-14,-1.0,8,4,96,0.1,1,-15,-2
Cc1cc(NC(=O)CN2CCCCC2)no1,-4,0.5,-8,-12,87,0.8,-2,2,-1
CO/N=C(\Cn1ncc(N2CCCC2)c(Br)c1=O)c1ccc(Cl)cc1,-16,-2.4,38,4,97,-1.1,-2,-13,-2
COc1ccc(CNCCc2ccccc2)cc1OCC(N)=O,-13,0.2,12,-6,106,-0.8,-6,-5,7
O=C(c1cccc(Cl)c1)N1CCCC(C(=O)N2CCN(c3ccccc3)CC2)C1 (configuration not stated),-11,-1.6,3,3,105,-1.2,-3,-10,2
CCc1ccccc1NC(=O)CSc1nnc([C@H](CCSC)NC(=O)OC(C)(C)C)o1,-5,0.0,12,0,101,1.2,4,-6,22
CCC1=C(OC(=O)N(CC)CC)N2C(=O)OC(=NCCc3c[nH]c4ccccc34)[C@]2(C)[C@H]2C1=CC[C@H]1C(=O)N(CC(=O)OC)C(=O)[C@H]12,/,-0.5,/,/,94,0.4,-5,-4,4
Cc1cc(C)c(C)c(S(=O)(=O)N2CCN(C)CC2)c1C,1,-0.7,12,2,111,-0.7,-3,-6,1
COc1cc2c(cc1OC)-c1cc(Nc3ccc(F)cc3)nc(=O)n1CC2,-10,-0.7,15,4,101,-0.7,9,-4,-4
Cc1cc(N2CCCC2=O)cc(C)c1CN1C(=O)c2ccccc2C1=O,-18,5.6,-8,-19,93,5.9,-7,-13,0
CCCc1ccc(-c2ccc(F)c(N)c2)nc1,2,-1.1,-4,7,94,-0.4,-3,0,-3
CCCCOC(=O)NC1(C)CCS(=O)(=O)C1 (configuration not stated),3,2.3,14,-3,76,0.1,-2,-1,-2
N#Cc1nc(-c2ccco2)oc1N1CCCC1,-1,-1.1,5,-1,101,-1.3,0,-1,2
COc1ccc2nc(Nc3nc(CSc4nnnn4-c4ccccc4)cc(=O)[nH]3)nc(C)c2c1,8,0.6,-4,-7,105,0.8,-3,-3,10
CCOc1ccc(-c2cc(C(=O)NCC3CCCO3)c3ccccc3n2)cc1 (configuration not stated),4,2.7,19,11,97,1.8,-8,-10,-2
# Further structures follow:
SMILES,GPR7 antag,OXTR agonist,NALP1 yeast inh,PfM18AAP inh,MEKK2wt PB1 HTS,V1R ag counter,GalR3 antagonist,OXTR potentiate,MEKK2 mut-MEK5
CCOC(=O)c1oc2cc(OCC(N)=O)ccc2c(=O)c1-c1ccc(OC)c(OC)c1,-13,1.3,20,0,100&54,0.9,4,-6,-1&-57
CN1C(=O)CSc2ccc(NC(=O)N3CCc4ccccc43)cc21,6,-0.6,-4,-7,/,-0.2,-4,-2,/
Cc1ccc(-n2ncc(C(=O)N3CCc4ccccc4C3)c2NC(=O)c2ccco2)cc1C,-2,-1.6,9,2,102,-1.0,-5,-9,1
O=C1Nc2cc(Cl)ccc2Nc2cscc21,/,0.0,/,/,96,0.1,-7,-12,-3
O=C(NCc1cccnc1)c1ccc(COc2cccc3ccccc23)o1,32*,1.4,20,-23,97,2.8,-6,-15,-2
CCOc1ccccc1C(=O)NCC(=O)N(C)Cc1ccccc1C,-9,-0.7,22,1,101,0.6,-10,-7,7
Cc1nc(-c2ccc(C(=O)N3CCCC3)cc2)cs1,-1,-1.3,-6,-9,100,-1.5,4,-19,-1
Cc1ccc2nc(SC(C(=O)Nc3ccc(F)cc3)c3ccccc3)[nH]c2c1 (configuration not stated),-23,-0.8,24,-7,123,1.4,-9,-6,1
COc1cc(CC(=O)OCC(=O)NC2CC2)cc(OC)c1OC,-9,-0.2,14,-4,58,-0.7,-3,-2,-15
O=C(/C(=N\Nc1ccc(Br)cc1)Sc1nnnn1-c1ccccc1)c1ccccc1,-9,-1.8,/,-6,104,1.2,-7,-4,-1
COc1cccc(CCNC(=O)C2CCCN(c3ncnc4c3nc3n4CCCCC3)C2)c1OC (configuration not stated),0,-2.0,-6,-2,102,-1.0,5,-12,-1

# In the list so far, these have a COOH group:
SMILES,GPR7 antag,OXTR agonist,NALP1 yeast inh,PfM18AAP inh,MEKK2wt PB1 HTS,V1R ag counter,GalR3 antagonist,OXTR potentiate,MEKK2 mut-MEK5
CC1(C(=O)O)CCC(C(=O)Nc2ccc(S(N)(=O)=O)cc2)C1(C)C (configuration not stated),-2,0.7,2,-8,96,1.8,0,-8,-11
COc1ccc(C(=O)Nc2ccccc2C(=O)Nc2ccc(C(=O)O)cc2)cc1,-3,0.1,10,-8,105,0.3,-4,-12,3
CC(C)(C)OC(=O)N1CSC[C@H]1C(=O)NC[C@H](CC(=O)O)c1ccc(Cl)cc1,-4,-0.8,2,6,101,1.1,-7,-11,-4
COc1cc(NC(=O)CSc2cc(C)c3cc(C)cc(C)c3n2)c(C(=O)O)cc1OC,-15,0.6,/,0,93,0.6,-3,-2,-4
